Assay outcomes from PubChem BioAssay.
Hsp90 inh: tumor Hsp90 inhibitors, primary screen, cell lysate, fluorescence polarization, NCI-N417 lysate | Cy3B-geldanamycin FP displacement | inhibition, % at 30 µM | Heat shock protein HSP 90-alpha (Homo sapiens), P07900 | hit rate 0.35% among 64,000;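 active = inhibition above 50%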;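 note: 0% = tracer plus lysate wells and 100% = tracer alone without lysate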
JNK3 inh: JNK3 kinase activity inhibitors, primary screen, biochemical, human, purified enzyme. HTS. Mitogen-activated protein kinase 10 (Homo sapiens), P53779. inhibition, % at 8 µM. AID 746, 2007. hit rate 0.61% among 60,000; in the data active = inhibition above about 17%;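 note: 0% = DMSO and 100% = reference inhibitor; many of its hits are not listed in these tables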
Target sequence (P53779 whole entry, looked up): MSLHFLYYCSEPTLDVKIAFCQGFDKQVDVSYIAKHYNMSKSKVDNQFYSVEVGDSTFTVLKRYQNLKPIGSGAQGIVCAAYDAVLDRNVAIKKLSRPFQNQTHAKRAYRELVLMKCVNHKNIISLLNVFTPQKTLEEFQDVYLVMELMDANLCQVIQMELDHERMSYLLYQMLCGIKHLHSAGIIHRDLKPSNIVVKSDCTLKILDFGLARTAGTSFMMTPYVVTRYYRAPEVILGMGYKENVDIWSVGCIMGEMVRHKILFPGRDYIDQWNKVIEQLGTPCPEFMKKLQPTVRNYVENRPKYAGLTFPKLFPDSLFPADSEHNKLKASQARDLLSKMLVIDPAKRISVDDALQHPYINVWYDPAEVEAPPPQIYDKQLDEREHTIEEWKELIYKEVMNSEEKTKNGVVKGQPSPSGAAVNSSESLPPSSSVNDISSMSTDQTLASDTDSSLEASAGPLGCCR
A340 absorber: compound light absorbance at 340 nm, profiling panel, artefact control, biochemical, MLSMR library, data from PS, PMK, MK assays. compound absorbance at 340 nm, fold over control. fold change at 10 µM. 65,000 tested, under 10 active;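 active = at 10 µM dose, initial 340 nm absorbance at least 2 fold that of control wells; inactive = change under 2 fold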;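 note: initial absorbance extrapolated from kinetic A340 decline of NADH oxidation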
Cdc25B inh: inhibitors of Cdc25B phosphatase catalytic domain, primary screen, biochemical, OMFP fluorescence; recombinant Cdc25B, OMFP fluorescence Ex485/Em525; inhibition, %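 (compounds tested at 10 µM final in the well)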; hit rate 0.1% among 65,000; AID 368, 2006; in the data active = inhibition above about 50%
Target sequence (P30305 whole entry, looked up, the tested form may be a part): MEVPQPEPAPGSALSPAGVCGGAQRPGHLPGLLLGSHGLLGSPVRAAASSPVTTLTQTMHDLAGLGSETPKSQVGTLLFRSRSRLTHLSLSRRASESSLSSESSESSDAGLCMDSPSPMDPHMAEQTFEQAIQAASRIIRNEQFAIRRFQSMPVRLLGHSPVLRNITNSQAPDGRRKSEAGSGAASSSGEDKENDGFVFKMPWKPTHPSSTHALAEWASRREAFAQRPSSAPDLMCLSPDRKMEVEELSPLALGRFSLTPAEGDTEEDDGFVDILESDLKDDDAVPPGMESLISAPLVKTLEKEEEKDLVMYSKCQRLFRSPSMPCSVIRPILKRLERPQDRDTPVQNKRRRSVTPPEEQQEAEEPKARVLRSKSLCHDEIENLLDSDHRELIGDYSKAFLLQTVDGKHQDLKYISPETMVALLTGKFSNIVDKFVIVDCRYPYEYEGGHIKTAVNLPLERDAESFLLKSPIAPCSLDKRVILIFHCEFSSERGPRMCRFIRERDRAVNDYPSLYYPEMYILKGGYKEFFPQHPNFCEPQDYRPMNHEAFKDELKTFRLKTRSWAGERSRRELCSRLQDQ
PKA inh: inhibitors of human PKA kinase activity, primary screen, biochemical, ATP-depletion luminescence, Kemptide substrate | cAMP-dependent protein kinase catalytic subunit alpha (Homo sapiens), P17612 | inhibition, % at 6 µM | hit rate 0.1% among 65,000 | AID 524, 2006 | PKA Kemptide phosphorylation, Kinase-Glo ATP luminescence;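 active = inhibition above the screen-wide mean inhibition plus 3 SD, cut at about 21% in these data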; note: many of its hits are not listed in these tables
Autofluor 339: intrinsic fluorescence of library compounds, ex339/em460 – biochemical, MLSMR library, data from DPM-DC assay, artefact control, profiling panel; hit rate 5.5% among 65,000; AID 709, 2007; fluorescence fold increase at 10 µM; compound autofluorescence, ex339/em460 nm, NADH buffer; active compounds read high; 1 = no-compound wells, NADH background;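 active = at 10 µM, mean starting fluorescence two-fold or more over control wells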;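 note: signal is the first read of a kinetic run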
HER2 expr 66K: inhibitors of Her2 protein expression, primary screen, SKBR-3 cells, AlphaScreen, 66K library | Receptor tyrosine-protein kinase erbB-2 (Homo sapiens), P04626 | AID 645, 2007 | HER2 level % of control, % at 10 µM | hit rate 0.69% among 65,000 | SKBR-3 HER2 protein level, 18-24 h; active compounds read low;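 active = HER2 level under 5% of the carrier-only control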;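 note: 100% = DMSO carrier and 0% = 500 nM PU-H71 HSP90 inhibitor; lower value means stronger loss of Her2 protein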
ROCK2 blocker: inhibitors of human ROCK2 kinase, primary screen, biochemical, high-throughput, luminescence | Rho-associated protein kinase 2 (Homo sapiens), O75116 | purified ROCK2, Kinase-Glo ATP depletion luminescence | inhibition, % at 6 µM | hit rate 0.35% among 60,000 | AID 604, 2007;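 active = inhibition above the screen-wide mean inhibition plus 3 SD, cut at about 18% in these data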;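 note: plate controls were DMSO wells for no effect and Y-27632 control wells after no-enzyme background subtraction for full effect; many of its hits are not listed in these tables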
DUSP1 inh: MKP-1 phosphatase inhibitors, primary screen, biochemical, in vitro; Dual specificity protein phosphatase 1 (Homo sapiens), P28562; recombinant MKP-1, OMFP hydrolysis fluorescence; inhibition, %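 (compounds tested at a single concentration somewhere between 10 and 100 µM)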; hit rate 0.15% among 65,000; AID 374, 2006;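 active = inhibition above about 50%, limit read from the data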;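 note: 0% = DMSO max control wells and 100% = wells with enzyme stopped by NaOH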
Active calls of the source: *; · = not tested or not shown.

Every second line gives: Hsp90 inh | JNK3 inh | A340 absorber | Cdc25B inh | PKA inh | Autofluor 339 | HER2 expr 66K | ROCK2 blocker | DUSP1 inh
- Cc1cccc(S(=O)(=O)c2c(N)n(Cc3ccco3)c3nc4ccccc4nc23)c1
 : -17 | 0 | 1.1 | 9 | 1 | 3.9* | 77 | 1 | 28
- CCCc1cc(=O)[nH]c(/N=C(/NC(=O)c2ccccc2)Nc2ccc3c(c2)OCCO3)n1
 : -1 | -6 | 1.1 | -7 | -6 | 1 | 83 | -2 | 16
- CCOC(=O)Nc1c(C(=O)OC)[nH]c2cc(OC)ccc12
 : -12 | -3 | 1.1 | 13 | -2 | 1.3 | 65 | -4 | -3
- COCCNc1cc(C)nc2c(-c3ccccc3OC)c(C)nn12
 : -1 | 0 | 1.1 | 2 | -2 | 1.1 | 73 | -1 | -3
- Cc1ccc2c(c1)NC(=O)C(CC(=O)NCCCN1CCCCC1C)O2 (stereo not drawn)
 : -4 | 2 | 0.98 | -10 | 6 | 1.1 | 99 | 4 | -1
- Cn1c(=O)n(CC(=O)NC2CCCCC2)c(=O)c2ccccc21
 : -2 | -7 | 1 | -11 | 11 | 1.1 | 76 | 5 | 1
- CC(=O)C1=C(C)NC(SCC(=O)c2ccc(C)cc2)=C(C#N)C1c1ccco1 (stereo not drawn)
 : -8 | 4 | 1.1 | -13 | 6 | 1.2 | 113 | 4 | 15
- CCN(C(=O)CSc1nc2nc(C)cc(C)n2n1)c1ccccc1
 : 3 | -7 | 1 | 1 | 5 | 1.1 | 96 | 0 | -3
- Cc1csc(SCCn2c(N3CCOCC3)nc3c2c(=O)[nH]c(=O)n3C)n1
 : · | · | 1 | -9 | · | 1.1 | 100 | · | 6
- Cc1nc(CNS(=O)(=O)c2cccnc2)cs1
 : 2 | 2 | 0.96 | -7 | 4 | 1 | 110 | 4 | -3
- COc1cccc(C=Nc2cccnc2)c1O
 : 2 | 5 | 1 | -2 | -1 | 1.1 | 87 | 3 | 11
- COC(=O)c1ccc(Oc2nc(Nc3ccccc3)nc(N(C)C)n2)cc1
 : -4 | -4 | 1 | 6 | 7 | 1.1 | 92 | 7 | 24
- CCN(CC)S(=O)(=O)c1ccc(C(=O)Nc2c3c(nn2C(C)(C)C)CS(=O)(=O)C3)cc1
 : 0 | · | 1 | -5 | 10 | 1.1 | 69 | · | 9
- CCOC(=O)c1c(C)[nH]c(C(=O)COC(=O)c2oc3ccc(OC)cc3c2C)c1C
 : -2 | 0 | 1 | -12 | 6 | 1.6 | 32 | 6 | 10
- Cc1nnc2n(c1=O)C(CS(=O)(=O)c1ccccc1)CS2 (stereo not drawn)
 : -1 | 2 | 1 | 2 | -1 | 1.1 | 107 | 1 | -16
- O=C(CN1CCCCCC1=O)OCc1ncc(-c2ccccc2)o1
 : 1 | -3 | 0.99 | -10 | 2 | 1 | 60 | 3 | 5
- COC(=O)CSc1nnc2n(-c3ccc(OC)cc3)c(=O)c3c4c(sc3n12)CCCCC4
 : -6 | 4 | 1 | -19 | 7 | 1.1 | 34 | 9 | -14
- C=CCn1c(N)cc(=O)nc1SCC(=O)NC(C)c1ccccc1 (stereo not drawn)
 : -7 | -6 | 1.1 | -9 | 9 | 1.1 | 101 | 8 | 17
- COc1cccc(CC(NC(C)=O)C(=O)NC2CCN(c3nc(C)cc(C)c3C#N)CC2)c1 (stereo not drawn)
 : -1 | 5 | 1 | -8 | 6 | 1.1 | 110 | 4 | 2
- COc1ccc2c(c1)c(C(=O)CN1CCOCC1)c(C)n2C
 : -6 | -4 | 0.98 | -25 | -2 | 1.1 | 105 | 1 | -9

As a working copy, part of the list above.
Every second line gives: Hsp90 inh | JNK3 inh | A340 absorber | Cdc25B inh | PKA inh | Autofluor 339 | HER2 expr 66K | ROCK2 blocker | DUSP1 inh
- COc1cccc(C=Nc2cccnc2)c1O
 : 2 | 5 | 1 | -2 | -1 | 1.1 | 87 | 3 | 11
- COC(=O)c1ccc(Oc2nc(Nc3ccccc3)nc(N(C)C)n2)cc1
 : -4 | -4 | 1 | 6 | 7 | 1.1 | 92 | 7 | 24
- CCN(CC)S(=O)(=O)c1ccc(C(=O)Nc2c3c(nn2C(C)(C)C)CS(=O)(=O)C3)cc1
 : 0 | · | 1 | -5 | 10 | 1.1 | 69 | · | 9
- CCOC(=O)c1c(C)[nH]c(C(=O)COC(=O)c2oc3ccc(OC)cc3c2C)c1C
 : -2 | 0 | 1 | -12 | 6 | 1.6 | 32 | 6 | 10

Ordered by SMILES length (largest number first): three of the compounds above
Every second line gives: Hsp90 inh | JNK3 inh | A340 absorber | Cdc25B inh | PKA inh | Autofluor 339 | HER2 expr 66K | ROCK2 blocker | DUSP1 inh
- CCN(CC)S(=O)(=O)c1ccc(C(=O)Nc2c3c(nn2C(C)(C)C)CS(=O)(=O)C3)cc1
 : 0 | · | 1 | -5 | 10 | 1.1 | 69 | · | 9
- COC(=O)c1ccc(Oc2nc(Nc3ccccc3)nc(N(C)C)n2)cc1
 : -4 | -4 | 1 | 6 | 7 | 1.1 | 92 | 7 | 24
- COc1ccc2c(c1)c(C(=O)CN1CCOCC1)c(C)n2C
 : -6 | -4 | 0.98 | -25 | -2 | 1.1 | 105 | 1 | -9

The list goes on.
Every second line gives: Hsp90 inh | JNK3 inh | A340 absorber | Cdc25B inh | PKA inh | Autofluor 339 | HER2 expr 66K | ROCK2 blocker | DUSP1 inh
- CC(=O)N1C(=O)C2(C(C#N)=C(N)Oc3cc(C)oc(=O)c32)c2ccccc21 (stereo not drawn)
 : -6 | -11 | 1 | 0 | 6 | 1.1 | 101 | 2 | -7
- Cc1ccc(Cn2nnc(C(=O)Nc3cc(C)ccc3C)c2N)cc1
 : -2 | -1 | 1 | -2 | -6 | 1.1 | 67 | -4 | 1
- O=C(Nc1c(C(=O)N2CCOCC2)cnn1-c1ccccc1Cl)c1ccco1
 : -5 | -1 | 1 | -11 | 1 | 1.1 | 86 | 2 | 8
- COc1cccc2cc(C(=O)N3CCC(C)CC3)c(=O)oc12
 : -4 | -2 | 1.1 | -10 | -5 | 1.1 | 92 | 0 | 7
- COC(=O)c1ccccc1N(C)C(=O)C12CCC(C)(C(=O)O1)C2(C)C (stereo not drawn)
 : 0 | 4 | 0.99 | 2 | 14 | 1.1 | 101 | 6 | 3
- CC1(C)CC(=O)C=C(NC2CCS(=O)(=O)C2)C1 (stereo not drawn)
 : 0 | · | 0.98 | -5 | 8 | 1 | 168 | · | -3
- COC(=O)C1=C(N)Oc2cc(C)n(CC3CCCO3)c(=O)c2C1c1ccc(Cl)cc1 (stereo not drawn)
 : 2 | 3 | 1 | -7 | 8 | 1.1 | 102 | 3 | -10
- C=CCN(CC=C)c1nc2ccccc2nc1C(C#N)C(=O)OCCOC (stereo not drawn)
 : -5 | 0 | 1 | -21 | -13 | 2.2* | 103 | -6 | -1
- Clc1ccc(CSc2nnc([C@@H]3CCCN3)o2)cc1Cl
 : 1 | 1 | 1 | -10 | 0 | 1.1 | 82 | 2 | 18
- C=CCn1c(CSc2nc3ccccc3s2)nnc1SCC(=O)OCC
 : -7 | 4 | 1 | -6 | 10 | 1.1 | 91 | 6 | 7

Retrieved by structure from the list above, 4 records:
Every second line gives: Hsp90 inh | JNK3 inh | A340 absorber | Cdc25B inh | PKA inh | Autofluor 339 | HER2 expr 66K | ROCK2 blocker | DUSP1 inh
- Cc1ccc(Cn2nnc(C(=O)Nc3cc(C)ccc3C)c2N)cc1
 : -2 | -1 | 1 | -2 | -6 | 1.1 | 67 | -4 | 1
- C=CCN(CC=C)c1nc2ccccc2nc1C(C#N)C(=O)OCCOC (stereo not drawn)
 : -5 | 0 | 1 | -21 | -13 | 2.2* | 103 | -6 | -1
- COc1cccc2cc(C(=O)N3CCC(C)CC3)c(=O)oc12
 : -4 | -2 | 1.1 | -10 | -5 | 1.1 | 92 | 0 | 7
- Clc1ccc(CSc2nnc([C@@H]3CCCN3)o2)cc1Cl
 : 1 | 1 | 1 | -10 | 0 | 1.1 | 82 | 2 | 18

(listing goes on)
Every second line gives: Hsp90 inh | JNK3 inh | A340 absorber | Cdc25B inh | PKA inh | Autofluor 339 | HER2 expr 66K | ROCK2 blocker | DUSP1 inh
- Cc1ccc(Nc2nc(Oc3ccc(OCc4ccccc4)nn3)nc(N3CCOCC3)n2)cc1
 : 2 | 4 | 1.1 | -1 | -3 | 1 | 117 | 1 | 2
- CCCOc1ccc(CSc2nnc(CCC)n2N)cc1
 : 0 | 3 | 1 | -16 | 5 | 1 | 184 | -3 | 12
- COc1ccc(OC)c(-n2c(SCC(C)=O)nnc2-c2cccc(S(=O)(=O)N(C)C)c2)c1
 : -1 | -5 | 1 | -14 | 1 | 1.1 | 106 | 0 | 33
- COc1cccc(-n2nnnc2SCC(=O)NCc2ccc3c(c2)OCO3)c1
 : -5 | 1 | 0.95 | -3 | 12 | 1 | 87 | 7 | -7
- C=CCn1c(=O)c2ccccc2n2c(SCC(=O)Nc3cc(C)on3)nnc12
 : 0 | 7 | 1 | -11 | 1 | 1.1 | 112 | 2 | 3
- COc1cccc(-c2nc(-c3ccc(NC(=O)c4cccnc4)cc3)no2)c1
 : -1 | -4 | 1.1 | 0 | 6 | 1.5 | 78 | 2 | 4
- Cc1cc(C)n2c3c(c(C#N)c2n1)CCCC3
 : -4 | 0 | 1.1 | -10 | 12 | 1.9 | 89 | 11 | -2
- C=CCNS(=O)(=O)c1nc(C)c(Cl)c(C)c1C#N
 : 2 | 2 | 0.99 | -7 | 4 | 1.1 | 98 | 4 | 2
- O=C(Cc1ccccc1)Nc1ccc(N2CCOCC2)cc1N1CCOCC1
 : -1 | -2 | 1.1 | -2 | 0 | 1.1 | 115 | 3 | 30
- O=C(CCCn1c(=S)[nH]c2cc3c(cc2c1=O)OCO3)N1CCN(c2ccc(Cl)cc2)CC1
 : -2 | · | 1 | -12 | 4 | 1.1 | 89 | · | 33
- O=C(c1ccc(S(=O)(=O)N2CCCC2)cc1)N1CCN(Cc2ccc3c(c2)OCO3)CC1
 : -5 | -6 | 0.99 | -9 | -2 | 1.1 | 95 | 3 | 0
- CCN(CC)C(=O)C(C)N(C#N)c1nc(SC)nc(N(C)C)n1 (stereo not drawn)
 : -4 | -1 | 1 | 6 | 1 | 1.1 | 74 | 1 | 9
- COc1ccc(N(C)C(=O)Nc2ccc3c(c2)nnn3C)cc1
 : -24 | 5 | 1 | -1 | 8 | 1.2 | 120 | 2 | -7
- Cc1nc(=O)c(-c2ccccc2)c(C)n1-c1cccc(C(=O)O)c1
 : -1 | 2 | 1 | -1 | 2 | 1.1 | 81 | 2 | -13
- CC(=O)N1CCN(S(=O)(=O)c2ccc(S(=O)(=O)NCC(C)C)cc2)CC1
 : -1 | 9 | 0.96 | 1 | -1 | 1 | 57 | 4 | -7
- COc1ccccc1OCCCn1c(=O)oc2ccc(C)cc21
 : 0 | -5 | 0.98 | 1 | 4 | 1.1 | 178 | 3 | 41
- O=C(O)C1C2CCC(C2)C1C(=O)Nc1cc(F)ccc1F (stereo not drawn)
 : -8 | -6 | 1 | -2 | 6 | 1.1 | 78 | 7 | -7
- COc1ccc(NC(=O)CSc2nnc(Cc3cccn3C)n2-c2ccc(F)cc2)cc1OC
 : 0 | -7 | 0.97 | 0 | 5 | 1.1 | 113 | 4 | 13

A portion of the library, so the mix of outcomes need not match the whole.
